Source: PubChem (several laboratories)
Myeloid diff MLP – promotes myeloid progenitor differentiation; hit rate 1% among 360,000; calls only at 10 µM; ER-HoxA9 myeloid progenitors, lysozyme-GFP differentiation, flow cytometry;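 active = normalized GFP-positive differentiation at or above the plate's own cutoff, the solvent-only control mean plus 3 SD; inconclusive = no clear call, values can overlap the other calls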;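 also: cells exposed to compound for four days before flow analysis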
NOD1 inhibition – inhibition of NOD1-driven NF-kB reporter – cell-based, luminescence, uHTS, primary screen (AID 1578); NOD1-driven NF-kB luciferase reporter cells, luminescence; higher % means a stronger effect; inhibition, % at 4 µM; hits with a dose series show EC50 in µM; hit rate 1% among 290,000; in the data active = inhibition mostly above about 36%, no sharp cut-off; inactive = mostly below about 34%;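 also: HEK-293T reporter cells stimulated with the NOD1 agonist gamma-tri-DAP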
KOR beta-arrestin-1 – kappa opioid receptor activators – cell-based, luminescence, uHTS, primary screen (AID 1777). KOR beta-arrestin recruitment, luminescence; higher % means a stronger effect. one-dose activation, % at 10 µM; EC50 in µM for titrated hits. hit rate 0.02% among 280,000; in the data active = activation above about 50%, passing the limit was not always enough; also: a part of the inactive calls stands beside numbers as strong as those of hits
HEK293 NOD2/NF-kB – inhibition of NOD2-driven NF-kB reporter – cell-based, luminescence, uHTS, HEK293 (AID 1566); HEK293 NOD2/NF-kB luciferase reporter, luminescence; higher % means a stronger effect; inhibition, % at 4 µM; hits with a dose series show EC50 in µM; hit rate 0.63% among 290,000; also: many of its hits are not listed in these tables
KOR beta-arrestin-2 – KOR antagonists, beta-arrestin recruitment, cell-based, luminescence, uHTS (AID 1778) | KOR beta-arrestin recruitment, luminescence, antagonist mode; higher % means a stronger effect | inhibition, % at 10 µM, or IC50 in µM where a hit was titrated | hit rate 0.091% among 290,000; also: strong numbers were not always called active
GPR55 antagonists – inhibition of LPI-stimulated GPR55 beta-arrestin translocation – imaging, U2OS, beta-arrestin-GFP, LPI agonist, primary screen (AID 2013); hit rate 0.13% among 290,000; U2OS GPR55 beta-arrestin-GFP translocation imaging, LPI antagonism; higher % means a stronger effect; inhibition, % at 10 µM; hits with a dose series show IC50 in µM;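 active = spots per cell inhibited over 60%, with over 100 cells counted and total cytoplasm intensity under 500,000; inconclusive = wells with under 100 cells, flagged as likely toxic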;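 also: U2OS cells stably carrying GPR55 and arrestin-GFP stimulated by 5 µM LPI near EC80; imaged beta-arrestin-GFP aggregate spots per cell after agonist stimulation; plate controls were LPI-stimulated DMSO wells for no effect and DMSO wells without LPI for full effect; some results filed as inactive read as strong as hits; confirmed hits need IC50 under 10 µM and bright autofluorescent wells are also inconclusive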
HIV peptide binding – inhibitors of HIV fusion peptide binding, primary screen, biochemical, uHTS, fluorescence dequenching (AID 1986) | cell-free peptide binding, fluorescence dequenching, 30 min; higher % means a stronger effect | one-dose inhibition, % at 20 µM; IC50 in µM for titrated hits | hit rate 0.3% among 290,000; in the data active = inhibition mostly above about 52%, no sharp cut-off; inactive = mostly below about 76%; also: some results filed as inactive read as strong as hits
GPR35 arrestin U2OS – GPR35 antagonists blocking zaprinast-driven arrestin recruitment, primary screen, imaging, U2OS, beta-arrestin-GFP, zaprinast agonist (AID 2058) | U2OS GPR35 beta-arrestin-GFP translocation imaging, zaprinast antagonism; higher % means a stronger effect | hit rate 0.052% among 290,000 | inhibition, % at 10 µM, or IC50 in µM where a hit was titrated;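 active = inhibition of at least 50% with at least 30 cells and total cytoplasm GFP at most 10,000,000; inconclusive = under 30 cells or total GFP of 10,000,000 plus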
GPR55 beta-arrestin – selective activators of receptor GPR55 – imaging, U2OS cells, beta-arrestin-GFP redistribution, primary screen (AID 1961) | U2OS GPR55 beta-arrestin-GFP redistribution imaging; higher % means a stronger effect | one-dose activation, % at 10 µM; EC50 in µM for titrated hits | hit rate 0.048% among 290,000;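 active = activation above 40% with more than 50 cells counted in the well; inconclusive = wells holding fewer than 50 cells, flagged as toxic or sparse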;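 also: U2OS osteosarcoma cells stably expressing GPR55 and beta-arrestin-GFP; plate controls were DMSO negative control for no effect and LPI positive control for full effect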
Myeloid diff MLP GFP+ MAC1+ % – also measured in Myeloid diff MLP; calls as there; GFP+ MAC1+ double positive, %; measured here: differentiation confirmed by MAC1 staining
Active calls of the source: *; i = inactive; ? = inconclusive; . = no result given; [ ] = another dose, or the depositor's remark. Rule as the data show it, unless noted: active = inhibition above about 50%; inactive = the rest. These rows are one share of the data; count on the stated rates, not on these rows.

canonical_smiles	Myeloid diff MLP	Myeloid diff MLP GFP+ MAC1+ %	NOD1 inhibition	KOR beta-arrestin-1	HEK293 NOD2/NF-kB	KOR beta-arrestin-2	GPR55 antagonists	HIV peptide binding	GPR35 arrestin U2OS	GPR55 beta-arrestin
OC(CNCc1ccc(Cl)cc1)(c1ccccc1)c1ccc(F)cc1 (centres undefined)	i	0.2	-1%	0.0%	-18%	16%	42%	-1.6%	17%	0.2%
Cc1sc2nc(CN3CCCC3)nc(N3CCN(C(=O)c4ccco4)CC3)c2c1C	i	0.5	-18%	-0.8%	10%	19%	2%	-0.6%	-6%	0.4%
COC(=O)c1cc(=O)nc2sccn12	i	0.4	-10%	2.0%	-3%	-10%	-4%	0.2%	11%	0.3%
COCCNC(=O)c1ccccc1NC(=O)COc1ccccc1	i	0.9	-9%	0.1%	-5%	7%	-10%	0.2%	-6%	0.5%
Cc1cccc(C)c1NC(=S)N1CCCN(C)CC1	i	0.2	-15%	-18%	-10%	-9%	-1%	0.8%	-7%	-0.4%
CN1C(=O)C(C(=O)Nc2ccccc2F)c2ccccc21 (centres undefined)	i	0.2	-10%	-4.0%	7%	23%	0%	0.7%	-3%	0.0%
Nc1nc(SCC(=O)N2CCN(c3ccccc3)CC2)n[nH]1	i	0.9	-26%	-5.3%	1%	14%	16%	-1.0%	15%	-0.1%
COc1ccc(/C=N/NC(=O)Cn2ccnc2C)cc1OC	i	0.3	7%	5.7%	3%	21%	11%	-1.1%	1%	0.0%
CC(=O)Nc1ccc(NC(=O)COc2ccc([N+](=O)[O-])cc2)cc1	.	.	-13%	3.0%	11%	-2%	-7%	1.5%	3%	0.0%
Cc1nc(NCc2cccnc2)c2c3c(sc2n1)CC(C)CC3 (centres undefined)	i	0.3	3%	-0.3%	6%	-33%	-7%	-3.2%	10%	-0.2%
O=C(CCCn1c(=S)[nH]c2ccccc2c1=O)N1CCCCC1	i	0.7	-21%	0.0%	-2%	29%	7%	-2.0%	-1%	0.2%
CCCOc1ccc(-c2cc(C(F)(F)F)c(C#N)c(SCC(=O)O)n2)cc1	i	0.1	-18%	6.3%	9%	-17%	-1%	30%	-13%	0.0%
O=C(Nc1cccc(C(F)(F)F)c1)c1c(O)c2ccccc2[nH]c1=O	i	0.0	72%	9.1%	-3%	-3%	-12%	-1.4%	-7%	-0.1%
O=C(NC1CCSc2ccccc21)c1ccccc1Br (centres undefined)	i	0.8	-39%	5.6%	6%	-26%	-1%	0.8%	10%	0.3%
Cc1nsc(Nc2ccc([N+](=O)[O-])cc2)c1C#N	i	0.1	60%*	-12%	33%	-12%	11%	-1.2%	-3%	0.6%
CCN(CC)S(=O)(=O)c1cccc(-c2nnc(SCC(=O)N3CCC(C(=O)O)CC3)n2N)c1	i	0.1	-16%	-0.2%	19%	5%	8%	-2.1%	-10%	-0.5%
Cc1ccc2cc(C#N)c(SCc3nnc(-c4ccccc4[N+](=O)[O-])o3)nc2c1	i	1.4	-26%	-1.0%	20%	8%	15%	-0.7%	2%	-0.4%
COC(=O)c1cccc(NC(=O)CSc2nnc(-c3ccco3)o2)c1	i	0.0	-20%	2.6%	-23%	-14%	-6%	3.4%	-3%	0.6%
COc1ccc(CCNS(=O)(=O)c2ccc3c(c2)OCCO3)cc1	i	0.9	3%	-4.2%	-13%	13%	4%	1.1%	2%	0.3%
Cn1cccc1C(=O)C(=O)Nc1cc(Cl)cc(Cl)c1	i	0.0	1%	0.7%	-42%	-30%	-4%	-3.9%	-10%	0.0%

Additional results
canonical_smiles	Myeloid diff MLP	Myeloid diff MLP GFP+ MAC1+ %	NOD1 inhibition	KOR beta-arrestin-1	HEK293 NOD2/NF-kB	KOR beta-arrestin-2	GPR55 antagonists	HIV peptide binding	GPR35 arrestin U2OS	GPR55 beta-arrestin
O=C(NNC(=O)c1ccc2nonc2c1)Nc1ccc(Cl)cc1	i	0.1	-10%	-1.0%	8%	9%	12%	-1.7%	-6%	-0.3%
Clc1ccc(Nc2nc3cccnc3s2)cc1	i	0.1	-52%	-3.5%	-216%	-29%[20 µM]	-6%	-0.7%	-8%	0.2%
COc1ccc(-n2nnnc2/C=C/Nc2cc(C(F)(F)F)ccc2OC)cc1	i	0.8	-9%	-0.5%	34%	-17%	9%	0.5%	-1%	0.0%
Cc1nn(Cc2ccccc2)c(Cl)c1/C=N/NC(=O)CNc1cccc(C(F)(F)F)c1	i	0.4	-20%	4.8%	-21%	-38%	11%	-3.5%	5%	0.2%
CSc1ccc(C(=O)C2CCCN(C(=O)c3csc(C(C)=O)c3)C2)cc1 (centres undefined)	i	0.5	-10%	4.3%	9%	-25%	-7%	-1.0%	-12%	0.2%
COc1ccccc1NCC(=O)N/N=C/C=C/c1ccccc1	i	0.2	-27%	-6.0%	-7%	3%	7%	0.9%	1%	-0.3%
NC(=O)c1ccccc1NC(=O)CC12CC3CC(CC(C3)C1)C2	i	0.9	4%	1.4%	29%	24%[20 µM]	-23%	2.1%	4%	-0.2%
OCC1(Cc2ccccc2F)CCCN(CCc2ccccc2)C1 (centres undefined)	i	0.4	-30%	-0.2%	-22%	-26%[20 µM]	20%	0.8%	-15%	-0.1%
Cc1ccc2[nH]c(O)c(N=NC(=O)C(C)n3cnc4ccccc4c3=O)c2c1 (centres undefined)	i	0.4	-28%	-4.1%	8%	26%	0%	-1.6%	-4%	0.7%
CSc1ccccc1-n1nnnc1SCC(=O)Nc1ccccc1C	i	0.2	-4%	-7.9%	6%	20%	9%	-1.7%	19%	-0.2%
N#Cc1c(NCc2ccccc2)ccnc1NCc1cccnc1	i	2.0	42%	1.7%	41%	-8%	9%	3.2%	-2%	0.1%
COC(=O)c1ccc(Nc2nnc(-c3ccc(C)c(S(=O)(=O)NCC4CCCO4)c3)c3ccccc23)cc1 (centres undefined)	?	.	-45%	-1.1%	-4%	19%	5%	-2.0%	3%	-0.1%
CCn1c(SCC(=O)c2ccc(Br)cc2)nnc1C(C)NC(=O)Cc1ccc(OC)cc1 (centres undefined)	i	0.9	-4%	-0.3%	5%	-10%	-2%	-1.4%	8%	0.5%
COc1ccc(-n2cc(CNCCc3cscn3)c(-c3ccccc3Cl)n2)cc1	.	.	-39%	.	0%	-34%[20 µM]	13%	2.0%	19%	-0.1%
O=c1[nH]nc2c3ccccc3cnn12	i	0.6	0%	0.9%	4%	16%	-10%	0.9%	-2%	-0.2%
Cc1cc(-c2ccccc2)nc(N2CCC(C(=O)NCc3ccccc3Cl)CC2)n1	.	.	-27%	1.3%	-13%	6%	2%	0.4%	-3%	-0.4%
Cc1cc(C)cc(C(=O)OCC(=O)N2CCCC2)c1	i	0.2	-22%	-0.6%	-5%	-16%	-2%	1.3%	5%	-0.3%
OC(CSc1ccccc1Cl)CN1CCN(c2ccc(F)cc2)CC1 (centres undefined)	i	8.3	-12%	-1.8%	5%	-14%	14%	-1.8%	7%	-0.3%
O=C(O)c1ccccc1-c1ccccc1C(=O)NNc1ccccc1	i	0.3	-28%	1.0%	-7%	11%	8%	3.8%	-9%	0.1%
Cc1ccc(S(=O)(=O)N2CCC3(CC2)OCCO3)c(C)c1	i	1.9	-8%	0.6%	1%	-10%	19%	2.1%	0%	-0.1%

Grouped by structure, those above with bromine (2)
canonical_smiles	Myeloid diff MLP	Myeloid diff MLP GFP+ MAC1+ %	NOD1 inhibition	KOR beta-arrestin-1	HEK293 NOD2/NF-kB	KOR beta-arrestin-2	GPR55 antagonists	HIV peptide binding	GPR35 arrestin U2OS	GPR55 beta-arrestin
O=C(NC1CCSc2ccccc21)c1ccccc1Br (centres undefined)	i	0.8	-39%	5.6%	6%	-26%	-1%	0.8%	10%	0.3%
CCn1c(SCC(=O)c2ccc(Br)cc2)nnc1C(C)NC(=O)Cc1ccc(OC)cc1 (centres undefined)	i	0.9	-4%	-0.3%	5%	-10%	-2%	-1.4%	8%	0.5%

Continued:
canonical_smiles	Myeloid diff MLP	Myeloid diff MLP GFP+ MAC1+ %	NOD1 inhibition	KOR beta-arrestin-1	HEK293 NOD2/NF-kB	KOR beta-arrestin-2	GPR55 antagonists	HIV peptide binding	GPR35 arrestin U2OS	GPR55 beta-arrestin
O=C(O)c1ccc2oc(=O)c(S(=O)(=O)c3ccccc3)cc2c1	i	0.9	-1%	-2.3%	13%	31%	95%	-1.1%	5%	0.2%
CS(=O)(=O)N(CC(=O)Nc1ccc(F)cc1F)C1CCCCC1	i	2.2	-21%	.	13%	-28%[20 µM]	3%	-0.1%	13%	-0.1%
CCN(CC)C(=O)CSc1nnc(-c2cccnc2)n1CCc1ccccc1	i	0.0	11%	6.1%	3%	-27%	7%	-0.4%	14%	-0.2%
c1ccc2c(c1)CCN(c1ncnc3nc[nH]c13)C2	i	1.6	-41%	-1.9%	1%	-31%	-13%	3.1%	-3%	0.5%
Cc1ccsc1/C=N/NC(=O)c1nnn(-c2nonc2N)c1-c1ccccc1	i	0.5	21%	4.6%	5%	3%	-2%	0.1%	-7%	0.5%
CN(Cc1cccs1)S(=O)(=O)c1cccs1	i	1.2	26%	5.1%	12%	-39%	17%	-0.8%	8%	-0.1%
CC(=O)c1cn(C)c(=O)c2ccccc12	i	0.6	11%	1.0%	3%	7%	-13%	0.6%	6%	0.4%
Cc1ccc(CN(C)C(=O)C2CCC(=O)N(CCc3ccccc3)C2)o1 (centres undefined)	i	0.0	-22%	-5.9%	0%	11%	-3%	0.2%	5%	0.6%
COC(=O)[C@H](C)NC(=O)NC1CCN(Cc2ccccc2)CC1	i	5.3	-3%	2.7%	11%	9%	19%	3.1%	-10%	0.0%

Retrieved one by one from the entries so far:
canonical_smiles	Myeloid diff MLP	Myeloid diff MLP GFP+ MAC1+ %	NOD1 inhibition	KOR beta-arrestin-1	HEK293 NOD2/NF-kB	KOR beta-arrestin-2	GPR55 antagonists	HIV peptide binding	GPR35 arrestin U2OS	GPR55 beta-arrestin
COC(=O)[C@H](C)NC(=O)NC1CCN(Cc2ccccc2)CC1	i	5.3	-3%	2.7%	11%	9%	19%	3.1%	-10%	0.0%
CN(Cc1cccs1)S(=O)(=O)c1cccs1	i	1.2	26%	5.1%	12%	-39%	17%	-0.8%	8%	-0.1%
